# MrgX1 antag – antagonists of human MrgX1 receptor, primary screen, HEK293 cells, Fluo-4 calcium flux; B-score at 10 µM; BAM8-22 antagonism; hits give low values; 310,000 compounds, 1.3% hits;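 active means calcium-response B-score plate-corrected more than 3 library SD below zero, starting fluorescence within 5 deviations, no agonist response on first addition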;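 further: peak minus trough fluorescence over baseline after final BAM8-22 challenge near maximal dose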
# KLF5 inhibitor – KLF5 expression inhibitors, primary screen, DLD-1 cells, luminescence; inhibition, % at 5 µM; DLD-1 KLF5 promoter-luciferase reporter; 290,000 compounds, 0.23% hits;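 active means inhibition above a per-plate limit of that plate's mean compound inhibition plus 3 SD, cut at about 60% in these data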;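 further: 0% = DMSO wells and 100% = LY294002 at 200 µM; higher means less KLF5 promoter-driven luciferase light; inactives centre near -14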
# HIF act – HIF pathway transcriptional activators, primary screen, cell-based, U2OS HRE-luciferase, luminescence; 300,000 compounds, 0.32% hits; AID 1910, 2009; activation, % at 7.5 µM (by protocol); U2OS HRE-luciferase reporter; normalized: DMSO 0%, desferrioxamine 100%;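 active means mean activation of at least 10% of the iron chelator positive control signal, with at least half of replicates also reaching 10%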
# IEC-6 tox – cytotoxicity in IEC-6 intestinal epithelial cells, primary screen, cytotoxicity control for KLF5 inhibitor project, cell-based, luminescence; 290,000 compounds, 0.78% hits; inhibition, % at 5 µM; AID 1825, 2009; IEC-6 cytotoxicity, luminescence viability; in the data active means inhibition above about 22%;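 further: 0% = plate median of test compound wells and 100% = cytotoxic reference compound wells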
# TRPC4 block – inhibitors of mouse TRPC4 channel, primary screen, Fluo4 calcium, HEK293 TRPC4beta/mu-opioid cells | AID 2247, 2010 | DAMGO-evoked Fluo4 calcium flux; hits give low values | B-score at 10 µM | 300,000 compounds, 0.39% hits;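 active means B-score over 3 SD under the library average, no early fluorescence shift, positive overall ratio signal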
#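 Signal: kinetic Fluo4 fluorescence imaging of calcium influx. Material: stable TRPC4beta/mu-opioid receptor HEK293 cells. Probe or stimulus: DAMGO in two steps, submaximal then maximal.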
# TRPC4 potent – positive allosteric modulators of TRPC4, primary screen, cell-based, mouse TRPC4beta, HEK293 mu-opioid, Fluo-4 calcium; Short transient receptor potential channel 4 (Mus musculus), Q9QUQ5; DAMGO EC20, Fluo-4 Ca2+ flux; hits give high values; B-score at 10 µM; 310,000 compounds, 0.42% hits; AID 2227, 2009;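 active means B-score of calcium response area above 5 SD of library B-scores, with initial fluorescence ratio within 5 SD of library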;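 further: B-score of integrated fluorescence ratio over time as area under calcium response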
# TRPC6 inhibitor – mouse TRPC6 channel inhibitors, primary screen, cell-based, HEK293, membrane potential dye | 310,000 compounds, 1.1% hits | B-score at 10 µM | ACh-evoked depolarization; hits give low values;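 active means B-score under library mean minus 3 SD, initial fluorescence not abnormally high, positive integrated signal ratio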;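 further: B-score derived from integrated fluorescence ratio over the kinetic read; more negative B-score means stronger inhibition of depolarization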
# Target sequence (Q61143 whole entry, looked up): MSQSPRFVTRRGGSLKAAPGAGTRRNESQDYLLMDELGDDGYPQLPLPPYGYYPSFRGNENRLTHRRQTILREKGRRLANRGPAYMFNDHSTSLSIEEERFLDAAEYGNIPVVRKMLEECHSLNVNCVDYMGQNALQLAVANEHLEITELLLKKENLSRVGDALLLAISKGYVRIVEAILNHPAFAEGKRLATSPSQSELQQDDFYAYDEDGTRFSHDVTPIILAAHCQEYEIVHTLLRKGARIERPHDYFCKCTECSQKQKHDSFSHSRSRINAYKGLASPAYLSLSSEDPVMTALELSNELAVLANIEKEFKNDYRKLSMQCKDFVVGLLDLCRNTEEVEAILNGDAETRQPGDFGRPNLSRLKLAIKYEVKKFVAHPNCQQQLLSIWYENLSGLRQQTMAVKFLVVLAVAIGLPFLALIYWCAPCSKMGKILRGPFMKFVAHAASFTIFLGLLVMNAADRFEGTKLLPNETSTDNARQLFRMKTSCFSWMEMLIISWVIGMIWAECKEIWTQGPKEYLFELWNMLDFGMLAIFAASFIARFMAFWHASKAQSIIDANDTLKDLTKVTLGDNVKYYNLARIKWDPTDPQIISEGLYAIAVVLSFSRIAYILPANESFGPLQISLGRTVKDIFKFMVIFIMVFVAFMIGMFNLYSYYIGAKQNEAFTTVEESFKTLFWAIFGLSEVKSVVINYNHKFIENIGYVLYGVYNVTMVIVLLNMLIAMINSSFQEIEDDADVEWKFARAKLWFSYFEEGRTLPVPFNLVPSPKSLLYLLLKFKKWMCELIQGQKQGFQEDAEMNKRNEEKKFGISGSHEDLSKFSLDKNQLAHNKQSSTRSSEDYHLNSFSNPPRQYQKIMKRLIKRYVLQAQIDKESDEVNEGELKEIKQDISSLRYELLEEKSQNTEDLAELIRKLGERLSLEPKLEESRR
# aSyn 5UTR inh – MLPCN primary screen, SNCA 5' untranslated region | alpha-synuclein 5'UTR reporter, inhibitor activity | inhibition, % (tested at 7.5 µM) | 300,000 compounds, 0.82% hits | AID 1813, 2009; in the data active means inhibition above about 60%;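 further: H4 neuroglioblastoma cells stably carrying SNCA 5'UTR luciferase fusion; 0% = DMSO wells and 100% = positive control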
# TRPC4 act – activators of mouse TRPC4 channel, primary screen, Fluo4 calcium, HEK293 TRPC4beta/mu-opioid cells | Short transient receptor potential channel 4 (Mus musculus), Q9QUQ5 | Fluo4 calcium fluorescence; hits give high values | B-score at 10 µM | 310,000 compounds, 0.49% hits | AID 2237, 2010;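 active means B-score above 5 SD of library B-scores, and initial fluorescence ratio not above library mean plus 5 SD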;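 further: positive B-score marks a calcium rise read as TRPC4 activation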
#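 Material: HEK293 stable line with TRPC4beta plus mu-opioid receptor; technique: Fluo4 calcium-sensitive dye fluorescence, kinetic, 1 Hz baseline; timing: Fluo4 dye loading 45 min at room temperature, 110 s recording; controls: assay buffer as low control, maximal DAMGO as high control; read-out: integrated baseline-normalised fluorescence ratio, converted to per-well B score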
# TRPC6 act – mouse TRPC6 channel activators, primary screen, cell-based, HEK293, membrane potential dye | B-score at 10 µM | AID 2550, 2010 | Short transient receptor potential channel 6 (Mus musculus), Q61143 | 310,000 compounds, 0.13% hits | HEK293-TRPC6 membrane potential dye fluorescence; hits give high values;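 active means B-score of the integrated fluorescence ratio above library mean plus 3 SD, and starting fluorescence ratio within library mean plus 5 SD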;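 further: higher score means more depolarization so channel activation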
# SKKanGAS inh – S. pyogenes SKKanGAS growth inhibitors in kanamycin, primary screen, streptokinase expression inhibitor project, SKKanGAS strain, BacTiter-Glo luminescence; 6 h; AID 1662, 2009; inhibition, % at 7.5 µM; 300,000 compounds, 1.3% hits;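 active means mean replicate score, as percent of positive control median, at least 50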;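 further: strain carries kanamycin resistance gene driven by streptokinase promoter and grows in 40 µg/ml kanamycin; loss of luminescence reflects streptokinase promoter inhibition or plain growth inhibition; 0% = median of DMSO wells and 100% = positive control at its reference dose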
# Starred values were filed as active, the others as inactive; i = inactive; x = not tested or not shown. Rows are unselected. About 5.8% of those tested had a hit in this group.
no.	SMILES	MrgX1 antag	KLF5 inhibitor	HIF act	IEC-6 tox	TRPC4 block	TRPC4 potent	TRPC6 inhibitor	aSyn 5UTR inh	TRPC4 act	TRPC6 act	SKKanGAS inh
1	Cc1ccc(S(=O)(=O)Cc2ccc(C(=O)N3CCCC3)o2)cc1	i	-5.1	x	-4.1	i	i	i	17.4	i	i	3.1
2	CC(C)(C)NC(=O)C(Cc1ccccc1)NS(=O)(=O)c1ccc2c(c1)CCC(=O)N2 (stereo not drawn)	i	8.1	-0.1	1.9	i	i	i	1.1	i	i	-1.5
3	Cc1cc(=O)[nH]c2c1cnn2Cc1ccccc1	i	-14.0	-0.6	0.9	i	i	i	-5.6	i	i	-3.3
4	Cc1cccc(NC(=O)CSc2nc3ccccc3nc2N2CC(C)OC(C)C2)c1 (stereo not drawn)	i	-0.2	0.2	11.9	i	i	i	-0.9	i	i	20.9
5	COc1ccc(-c2csc(Nc3ncccn3)n2)cc1C	i	-150.1	2.9	-5.1	i	i	i	-75.5	i	i	-0.4
6	COc1ccccc1N1CCN(C(=O)C2CC=CCC2C(=O)O)CC1 (stereo not drawn)	i	-12.8	-0.1	-1.2	i	i	i	3.3	i	i	-2.5
7	C#CCSc1nc2[nH]ncc2c(=O)[nH]1	i	3.2	-0.3	4.6	i	i	i	-8.9	i	i	-3.1
8	Cc1ccc(CC(=O)Nc2ccccc2-c2ccccc2)cc1C	i	0.2	-0.6	5.6	i	i	i	14.9	i	i	4.3
9	COc1ccc(-n2cc(-c3ccccc3)[nH]c2=S)c(OC)c1	i	3.2	4.7	26.4*	i	i	i	-74.9	i	i	-0.9
10	Cc1ccc(-c2csc(NC(=S)NC(=O)/C=C/c3ccco3)n2)cc1	i	-16.0	1.1	0.0	i	i	i	-25.2	i	i	-1.0
11	CCOC(=O)C1CCCN(C(c2ccccn2)c2c(C)[nH]c3ccccc23)C1 (stereo not drawn)	i	-46.0	-0.4	2.4	i	i	i	16.6	148*	i	5.5
12	O=C(Nc1cccnc1N1CCOCC1)c1cccs1	i	24.1	0.9	2.1	i	i	i	-3.1	i	i	3.0
13	Cc1ccc(NC(=O)c2cccc(C(=O)OC(C)C)n2)c(Br)c1	i	-14.8	0.7	2.8	i	i	i	-73.0	i	i	-0.6
14	CC(=O)N1CCc2cc(S(=O)(=O)CCC(=O)Nc3ccc4c(c3)OCCO4)ccc21	i	-9.4	-25.4	-4.7	i	i	i	-51.0	i	i	4.2
15	CCOc1ccccc1NC(=O)C1COc2ccccc2O1 (stereo not drawn)	i	-27.8	0.2	1.9	i	i	i	-4.2	i	i	-2.7
16	O=C(c1cccc(-n2cccc2)c1)N1CCN(S(=O)(=O)c2c(F)cccc2F)CC1	-6.1*	-25.2	0.3	-4.8	i	i	-6.11*	-13.9	i	i	5.4
17	COc1ccc(C(=O)NC(C)Cc2cnccn2)cc1OC1CCN(C(C)C)CC1 (stereo not drawn)	i	-47.8	-0.3	-9.5	i	i	i	-0.5	i	i	7.6
18	O=C(Nc1nncs1)C(Sc1ccccc1)c1ccccc1 (stereo not drawn)	i	-16.4	-0.7	-3.6	i	i	i	-17.6	i	i	-1.6
19	COC(=O)c1nn(-c2ccc(OC)cc2)c(=O)cc1Oc1ccccc1	i	-10.5	-0.3	-3.5	i	i	i	3.6	i	i	3.5
20	CCOc1cc(C2NC(=O)NC(C)=C2C(=O)OCc2ccccc2)ccc1O (stereo not drawn)	i	-12.4	0.3	1.3	i	i	i	28.7	i	i	-14.0
21	CCOc1ccc(N(CC(=O)Nc2ccc(F)c(F)c2)S(=O)(=O)c2c(C)noc2C)cc1	i	-15.8	x	2.1	i	i	i	-8.8	i	i	0.6
22	CCc1ccc(N(C(=O)c2snc(C(N)=O)c2N)C(C(=O)NCCC(C)C)c2c[nH]c3ccccc23)cc1 (stereo not drawn)	i	2.0	-0.7	1.4	i	i	i	13.1	i	i	21.9
23	CCCc1nc2oc3c(NCCN(C)C)ncnc3c2c2c1CCCC2	i	11.4	-0.2	3.5	-6*	i	i	-30.2	i	i	7.2
24	Cc1ccc(NC(=O)CSc2nnc(Cc3ccccc3)o2)cc1	i	-20.7	0.0	-0.4	i	i	i	-2.6	i	i	-11.3

# Molecules listed so far containing two or more sulfur atoms:
no.	SMILES	MrgX1 antag	KLF5 inhibitor	HIF act	IEC-6 tox	TRPC4 block	TRPC4 potent	TRPC6 inhibitor	aSyn 5UTR inh	TRPC4 act	TRPC6 act	SKKanGAS inh
10	Cc1ccc(-c2csc(NC(=S)NC(=O)/C=C/c3ccco3)n2)cc1	i	-16.0	1.1	0.0	i	i	i	-25.2	i	i	-1.0
18	O=C(Nc1nncs1)C(Sc1ccccc1)c1ccccc1 (stereo not drawn)	i	-16.4	-0.7	-3.6	i	i	i	-17.6	i	i	-1.6

# (more compounds)
no.	SMILES	MrgX1 antag	KLF5 inhibitor	HIF act	IEC-6 tox	TRPC4 block	TRPC4 potent	TRPC6 inhibitor	aSyn 5UTR inh	TRPC4 act	TRPC6 act	SKKanGAS inh
25	CC(=O)Cc1nsc(NC(=O)c2ccc(Cl)cc2Cl)n1	i	-25.0	0.1	6.9	i	i	i	-9.3	i	i	13.1
26	C=CCN1C(=O)c2ccc(C(=O)N3CCC(C(N)=O)CC3)cc2C1=O	i	-10.7	-0.7	2.9	i	i	i	6.1	i	i	3.3
27	CCOC(=O)C1CCCN(C(=O)c2cc(Cl)ccc2Cl)C1 (stereo not drawn)	i	-25.2	x	0.1	i	i	i	20.3	i	i	0.1
28	COc1ccc(NC(=O)COc2cccc(C(F)(F)F)c2)cn1	i	x	0.0	x	i	i	i	-6.5	i	i	-6.6
29	Cc1ccc2c(c1)C(c1ccccc1)N(C(=O)C(C)C)CC(=O)N2 (stereo not drawn)	x	9.7	1.0	-3.3	i	i	i	-6.9	i	i	3.1
30	Cc1ccc(S(=O)(=O)N(C)/N=C/c2ccc(N(C)C)cc2)cc1	i	-28.1	-0.4	-9.0	i	i	i	-11.1	i	i	-11.6
31	Cc1ccc(OCCNC(=O)c2ccccc2SCC(=O)N2CCCC2)cc1	i	x	0.9	x	i	i	i	-3.5	i	i	19.4
32	CCOC(=O)C1(CCCc2ccccc2)CCN(Cc2ccn[nH]2)CC1	i	-6.6	-0.1	1.2	i	i	i	-4.1	i	i	6.3

# Down the list, from the results shown:
# Entries 25–32 in IEC-6 tox: 6.9, 2.9, 0.1, x, -3.3, -9.0, x, 1.2
# Entries 25–32 in TRPC4 potent: i, i, i, i, i, i, i, i

# Carrying on.
no.	SMILES	MrgX1 antag	KLF5 inhibitor	HIF act	IEC-6 tox	TRPC4 block	TRPC4 potent	TRPC6 inhibitor	aSyn 5UTR inh	TRPC4 act	TRPC6 act	SKKanGAS inh
33	O=C(NCC(c1ccco1)N1CCN(c2ccccc2F)CC1)C(=O)NC1CCCC1 (stereo not drawn)	i	x	0.7	x	i	i	i	1.1	i	i	-6.4
34	Cc1ccc(-c2csc(NC(=O)c3cccc(N4C(=O)CCC4=O)c3)n2)o1	i	-3.8	-0.4	-4.7	i	i	i	14.9	i	i	4.5
35	COc1ccc(-n2cc(-c3ccccc3)c3c(NN4CCOCC4)ncnc32)cc1	i	-1.2	-0.6	-14.6	i	i	i	22.7	i	i	2.0
36	CCn1ccnc1CN(C)C(=O)C1CCC(=O)N(Cc2cccc(F)c2)C1 (stereo not drawn)	i	3.7	-0.7	3.9	i	i	i	-2.6	i	i	-2.1
37	CCn1ncc(C2=NOC(C(=O)NCCc3ccccc3)C2)c1C (stereo not drawn)	i	-27.9	0.6	2.1	i	i	i	-13.7	i	i	-2.5
38	C=CCc1ccccc1OCCSc1nc2ccc([N+](=O)[O-])cc2s1	i	-9.5	0.0	4.2	i	i	i	-13.9	i	i	-3.4
39	CSCC[C@H](NC(=O)N1CCn2c1nc1ccccc12)C(=O)NC1CCCCC1	i	-29.8	0.1	-4.1	i	i	i	11.6	i	i	-0.9
40	O=C(NCc1ccccc1)Nc1cccn(Cc2ccccc2Cl)c1=O	i	-24.6	-0.6	1.8	i	i	i	6.3	i	i	-6.5
41	Cc1ccc(C)c(SCc2noc(C(=O)NCC3CCCO3)c2C(=O)O)c1 (stereo not drawn)	i	-12.8	-0.1	-7.3	i	i	i	9.9	i	i	7.6
42	CC(=O)c1ccc(NC(=O)COC(=O)c2ccccc2N=Nc2ccc(N(C)C)cc2)cc1	i	-20.1	1.5	7.8	i	i	i	-101.3	i	i	1.6
43	CCC(C)C1C(C#N)=C(N)OC2=C1C(=O)CC(C)(C)C2 (stereo not drawn)	i	-9.4	-0.4	1.5	i	i	i	19.7	i	i	-1.9
44	Cn1c(=O)c(C(=O)CN2CCOCC2)c(N)n(Cc2ccccc2)c1=O	i	-2.2	-0.8	14.4	i	i	i	10.0	i	i	1.5
45	COc1cccc(N2C(=O)N(c3ccccc3)C3CS(=O)(=O)CC32)c1 (stereo not drawn)	i	4.7	-0.5	1.2	i	i	i	-10.8	i	i	-2.8
46	CC(C)COC(=O)/C(C#N)=C/c1cn(Cc2ccccc2)c2ccccc12	i	1.9	-0.2	-8.3	i	i	i	79.5*	i	i	1.7
47	CCOC(=O)c1c(C)nc2c3ccccc3ccn12	i	-77.5	0.8	5.3	i	i	i	-90.6	i	i	-5.0
48	CCOC(=O)N1CCN(C(=O)c2ccc(SC)cc2OC)CC1	i	-24.9	-1.0	1.9	i	i	i	-1.1	i	i	-3.8
49	COc1cccc(-c2nc(CS(=O)CC(=O)NCCc3ccccc3)c(C)o2)c1 (stereo not drawn)	i	-46.4	0.7	3.1	i	i	i	-1.3	i	i	-0.3
50	CCN(CC)P(=O)(C(NC(=O)OC)C(F)(F)C(F)(F)C(F)(F)C(F)F)N(CC)CC (stereo not drawn)	i	-10.9	-0.1	5.1	i	i	i	5.0	i	i	6.2
51	CCCC[n+]1c(-c2ccc(Cl)cc2Cl)csc1Nc1ccccc1	i	-48.6	0.8	2.0	i	i	i	-127.7	i	i	5.1
52	COc1ccc(-c2nc(N)nc(C(F)(F)F)c2-c2csc(C)n2)c(O)c1	i	0.4	0.2	-3.9	i	i	i	10.5	i	i	-1.8
